Assay outcomes (PubChem BioAssay)
RGS4 inhibitor – human RGS4 inhibition; P49798; Transcreener GDP fluorescence polarization, RGS4-accelerated GTP hydrolysis; Potency, µM (doses to about 114 µM), without a hit: at the top dose activity change, negative = inhibition, actives largely listed as inhibitors; 390,000 tested, 0.039% active; AID 504845; note: % is set by controls: 0 for no effect and ±100 for the full control effect; nearly all actives have a fitted effect of over 75% in size; some results filed as inactive show a strong effect at the top dose
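MLSMR compounds (23 nl, pin-transferred) preincubated 10 min at room temperature with a 500nM (2x) first reagent, then RGS4 at 900nM (2x) plus Transcreener GDP mix added; fluorescence polarization (620/688 nm) read before and after 90 min at 30 °C.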
rTrxR1 inhibitor – blocks rat thioredoxin reductase 1. 390,000 tested, 1% active. recombinant rTrxR1, NADPH fluorescence consumption, selenite substrate. Potency, µM (series often up to 114 µM), inactives show at the highest dose activity change, negative = inhibition, most hits filed as inhibitors; note: % is set by controls: 0 for no effect and ±100 for the full control effect; nearly all actives have a fitted effect of over 65% in size
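Rat TrxR1 (90 nM in the dispensed reagent) was pre-reduced with 400 uM NADPH for 5 min at room temperature, then incubated with compound for 15 min. After 400 uM selenite was added, NADPH fluorescence (Ex 340/Em 450 nm) was followed for 8 min.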
JMJD2A Tudor inh – blocks the human JMJD2A Tudor domain | 390,000 tested, 4.4% active | AlphaScreen JMJD2A-Tudor / H3K4me3 peptide binding | Potency, µM (titrated, usually from 114 µM), for the others: at the top dose activity change, negative = inhibition, usual class: inhibitors | AID 504339; note: % is set by controls: 0 for no effect and ±100 for the full control effect; nearly all actives have a fitted effect of over 50% in size
Target sequence (O75164 whole entry, looked up, the tested form may be a part): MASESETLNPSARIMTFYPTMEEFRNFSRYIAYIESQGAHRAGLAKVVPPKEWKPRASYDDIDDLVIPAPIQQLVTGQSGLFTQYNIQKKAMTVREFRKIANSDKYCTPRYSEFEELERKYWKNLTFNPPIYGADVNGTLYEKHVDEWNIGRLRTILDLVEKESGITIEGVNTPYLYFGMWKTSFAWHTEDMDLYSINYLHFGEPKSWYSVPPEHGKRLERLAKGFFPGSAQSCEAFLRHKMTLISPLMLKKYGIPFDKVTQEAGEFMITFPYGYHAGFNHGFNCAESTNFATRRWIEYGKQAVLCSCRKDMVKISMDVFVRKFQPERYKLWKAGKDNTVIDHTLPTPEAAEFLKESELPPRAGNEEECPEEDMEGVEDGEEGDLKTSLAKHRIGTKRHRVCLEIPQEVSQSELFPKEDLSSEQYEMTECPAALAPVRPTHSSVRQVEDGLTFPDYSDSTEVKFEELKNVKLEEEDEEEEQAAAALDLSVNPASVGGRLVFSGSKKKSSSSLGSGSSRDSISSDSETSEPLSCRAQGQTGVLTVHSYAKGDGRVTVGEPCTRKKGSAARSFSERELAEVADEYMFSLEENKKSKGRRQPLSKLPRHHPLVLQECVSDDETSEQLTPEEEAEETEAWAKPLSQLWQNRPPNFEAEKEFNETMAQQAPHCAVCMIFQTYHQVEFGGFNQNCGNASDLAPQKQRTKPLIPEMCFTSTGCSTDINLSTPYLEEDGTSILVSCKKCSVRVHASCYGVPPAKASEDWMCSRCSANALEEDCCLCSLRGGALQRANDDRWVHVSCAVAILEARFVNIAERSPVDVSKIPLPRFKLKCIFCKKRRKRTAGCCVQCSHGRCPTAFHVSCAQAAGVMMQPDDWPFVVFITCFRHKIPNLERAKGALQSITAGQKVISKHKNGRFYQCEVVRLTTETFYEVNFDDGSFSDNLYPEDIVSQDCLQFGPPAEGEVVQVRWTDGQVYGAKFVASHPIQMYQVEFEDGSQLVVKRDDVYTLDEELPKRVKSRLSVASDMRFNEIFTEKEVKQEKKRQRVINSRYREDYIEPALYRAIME
ALOX12 inh – inhibitors of human 12S-lipoxygenase ALOX12; AID 1671190; Potency, µM (doses to about 108 µM), for inactives: at the top dose activity change, negative = inhibition, most hits filed as inhibitors; purified 12hLO, xylenol orange hydroperoxide absorbance; 580,000 tested, 1.1% active; note: % is set by controls: 0 for no effect and ±100 for the full control effect
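Purified human 12hLO at 150 nM in 25 mM Hepes, 0.01% Triton X-100, pH 7.0, preincubated 15 min at room temperature with compound. Reaction started with 40 uM arachidonic acid, 30 min at room temperature. Hydroperoxide measured by Fe-xylenol orange, 573/405 nm absorbance ratio.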
PGK inhibitor – T. brucei PGK inhibition | P07378 | PGK/GAPDH coupled, Kinase-Glo luminescence, 60 min | Potency, µM (doses to about 57.5 µM), inactives show at the highest dose activity change, negative = inhibition, most hits filed as inhibitors | 380,000 tested, 0.043% active | AID 602233; note: % is set by controls: 0 for no effect and ±100 for the full control effect; nearly all actives have a fitted effect of over 60% in size
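Recombinant glycosomal PGK reaction used 1,3-bisphosphoglycerate generated in-well by GAPDH (100nM final) in 100mM TEA pH 7.6, 5mM MgCl2, 0.01% Tween-20. After 60 minutes at room temperature, ATP was read by Kinase-Glo Plus luminescence end-point.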
HP1b chromo inh – blocks HP1-beta chromodomain binding to methylated histone tails; AlphaScreen HP1-beta / biotin-H3K9me3 peptide binding; Potency, µM (doses to about 114 µM), inactives show top-dose activity change, negative = inhibition, hits mostly inhibitors; 390,000 tested, 0.56% active; AID 540317; note: nearly all actives have a fitted effect of over 70% in size; inactives centre near 23
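HP1-beta protein (50 nM final) preincubated 30 min at room temperature with biotinylated H3(1-18)K9me3 peptide (50 nM) in PBS pH 7.4, 0.01% Tween-20, then compound added for 30 min. AlphaScreen streptavidin donor/nickel chelate acceptor beads (10 ug/mL final), 30 min dark, luminescence read.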
GLS inhibitor – inhibitors of human glutaminase (GLS). GLS enzymatic activity, qHTS titration. Potency, µM (doses to about 45.5 µM), for inactives: top-dose activity change, negative = inhibition, most hits filed as inhibitors. 410,000 tested, 0.21% active. AID 624170; note: % is set by controls: 0 for no effect and ±100 for the full control effect
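Glutamate formation by hKGA was monitored fluorometrically using coupled glutamate oxidase, HRP and Amplex Red. Substrate was added as 1 mM L-glutamine solution; incubation was 30 min at RT after an initial read.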
ERG Ets-DNA blk – blocks human ERG Ets domain binding to DNA. 370,000 tested, 0.028% active. fluorescence polarization, His-ERG Ets domain / labelled DNA. P11308. AID 624246. Potency, µM (highest dose often 76.9 µM), without a hit: at the highest dose FP activity, negative = inhibition, actives largely listed as inhibitors; active = well fitted inhibition curve with a large enough effect in the polarisation, with a control signal flat; inconclusive = small, poorly fitted or top-dose-only effect, or effect the other way, or a change in a side signal; inactive = no such curve, though single readings can be large or run the other way; the % refers to the polarisation;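 note: polarization taken with two DNA probes labelled with fluorescein and Texas red; % of control where 0% means no effect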
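His-tagged ERG Ets domain (1 uM in the protein solution; 300mM KCl, 50mM Tris-HCl, 1mM EDTA, 1mM DTT, pH 7.5) received compound, then a probe mix of 5 nM fluorescein-DNA and 100nM Texas-615-DNA. Fluorescence polarization was read for both dyes.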
Pin1 inhibitor – human Pin1 inhibition; Q13526; AID 504891; Pin1 FP peptide displacement, HiFluor488, 10 min; Potency, µM (titrated, usually from 115 µM), inactives show top-dose activity, negative = inhibition, hits mostly inhibitors; 390,000 tested, 0.009% active; active = well fitted inhibition curve with a large enough effect in the polarisation, with a control signal flat, not every such curve was filed as active; inconclusive = small, poorly fitted or top-dose-only effect, or effect the other way, or a change in a side signal; inactive = no such curve, though single readings can be large or run the other way; the % refers to the polarisation; note: % is set by controls: 0 for no effect and ±100 for the full control effect
An asterisk follows results filed as active; i = inactive; ? = inconclusive; . = no result given; & = joins results of further samples; [ ] = another dose, or the depositor's remark. Unless noted, calls come from the whole dose curve; as a rule, active = well fitted curve in the direction sought with a large enough effect; inconclusive = small, poorly fitted or top-dose-only effect, or another doubt; inactive = no such curve, though single readings can be large; an effect the other way counts as inactive or inconclusive. Potency is the fitted concentration of half-maximal effect.

SMILES	RGS4 inhibitor	rTrxR1 inhibitor	JMJD2A Tudor inh	ALOX12 inh	PGK inhibitor	HP1b chromo inh	GLS inhibitor	ERG Ets-DNA blk	Pin1 inhibitor
Nc1c(C(=O)NCc2ccc3c(c2)OCO3)nnn1Cc1ccc(Br)cc1	9.5%	12.1%	-23.8%	8.6%	-5.7%	17.9%	-3.0%	-1.7%	27.4%
COc1cc(C2CC(=O)N(c3ccccc3)C3=C2C(=O)OC3)cc(OC)c1OC (configuration not stated)	6.1%	46.2%[11.4 µM]	-3.7%	-2.2%	.	5.5%	-5.7%	-0.9%	4.5%
COc1ccc(C)cc1NS(=O)(=O)c1cccc2nonc12	-14.4%	4.8%	-17.8%	0.0%	-7.7%	16.9%	-8.0%	?	0.7%
COC(=O)c1ccc(NC(=O)CN(CCc2ccccc2)S(=O)(=O)c2ccc(OC)cc2)cc1	0.7%	21.7%	-17.3%	-17.8%	i	25.5%	2.2%	-1.5%	?
O=C(CCc1nc2ccccc2c(=O)[nH]1)NC1CCN(Cc2ccccc2)CC1	57.9%[activator]	-10.4%	-14.6%	25.8%	-2.7%	11.3%	3.1%	-3.0%	-5.8%
CC1Cc2ccccc2N1C(=O)CSc1nncn1C (configuration not stated)	7.8%	-5.2%	-10.5%	-4.4%	-8.9%	29.7%	7.4%	2.1%	-17.8%
CC(=O)C1=C(O)C(=O)N(c2ccc(O)cc2)C1c1ccccc1Cl (configuration not stated)	?	12.3%[57.1 µM]	-11.0%	?	i	?	1.9%	5.7%	1.8%
O=C(O)CC1=C(c2ccc(F)cc2)CCC1=O	-36.6%	-4.7%	-7.1%[57.1 µM]	-14.5%	i	54.5%[activator]	-10.1%	-13.7%	-0.2%
COc1ccccc1N(CC1CO1)S(=O)(=O)c1ccc(C)cc1 (configuration not stated)	-17.6%	?	-11.3%	1.7%	i	23.8%	5.0%	-8.7%	-22.4%
CCN(CC)CCOC(=O)c1ccc(NC(=O)CCCN2C(=O)/C(=C/c3cccs3)SC2=S)cc1	-21.0%	6.2%	39.8µM*	?	0.8%	?	10.4%	39.1%[activator]	65.9%[activator]
Cc1ccc(F)cc1NC(=O)Nc1cc(C(C)(C)C)nn1C	-0.8%	4.2%[57.1 µM]	-4.5%	-3.1%	-8.5%	39.9%[activator]	-2.3%	-10.6%	-3.5%
COc1cc(OC)cc(-c2c(C#Cc3ccsc3)c3cc(Br)ccc3n2C)c1	-32.1%	-42.7%	6.5%	?	-8.7%	97.6%[activator]	0.3%	1.4%	16.6%
COc1cc2nc(SCC(N)=O)n(CCC3=CCCCC3)c(=O)c2cc1OC	-6.7%	6.5%[57.1 µM]	-22.0%	4.3%[57.4 µM]	-5.1%	20.5%	1.5%	-9.0%	13.7%
Cn1c(=O)c2c(n(Cc3ccccc3)c1=O)NC(=O)C2CC(=O)O (configuration not stated)	-42.8%	?	-6.3%	?	-9.0%	49.6%[activator]	?	1.2%	-22.8%
O=C(COC(=O)/C=C/c1ccc2c(c1)OCO2)NC1CCS(=O)(=O)C1 (configuration not stated)	24.8%	3.1%	-11.9%	4.6%	-10.8%	19.4%	-17.9%	-5.3%	-5.1%
CCC1Oc2ccccc2N(CC(=O)NCCN2CCc3ccccc3C2)C1=O (configuration not stated)	25.1%	17.1%	-26.4%	14.0%	-11.7%	3.4%	43.0%[activator]	.	3.7%
COC(=O)c1ccccc1NC(=O)C1CC(=O)N(c2ccc(OC)cc2)C1 (configuration not stated)	10.4%	21.1%	-2.1%	2.0%	5.8%	40.7%[activator]	-6.3%	-2.1%	0.9%
CCOC(=O)C1CCN(c2ncnc3cc(OC)c(OC)cc23)CC1	-3.1%	24.4%	-13.8%	0.0%	i	15.2%	5.7%	-11.9%	-0.1%
CCCC(=O)Nc1cnc(NC(=O)c2cccc(F)c2)cc1C	-16.6%	0.1%	1.6%	-21.9%	-14.6%	36.1%	3.6%	1.5%	5.0%
O=C1C2C3C=CC(C3)C2C(=O)N1Cc1cccnc1 (configuration not stated)	-15.3%	-5.4%	-1.9%	-6.0%	3.2%	33.1%	6.9%	-5.1%	5.2%
COc1ccc(NC(=O)CSc2nc(N)c3cc4c(nc3n2)CCCC4)c(OC)c1	-24.8%	-1.1%[57.1 µM]	-22.7%	24.4%	-2.3%	31.8%[activator]	-2.5%	-1.1%	4.0%
O=C(N/N=C/c1cccc(Br)c1)C1CC(=O)N(c2ccccc2)C1 (configuration not stated)	-21.5%	13.2%	-12.7%	-6.8%	-0.1%	-3.0%	-15.1%	10.3%	-7.2%
COC(=O)C(C)Sc1nc2c(c(=O)[nH]c(=O)n2C)n1CCCc1ccccc1 (configuration not stated)	-11.1%	14.6%	-16.0%	10.6%	-4.9%	5.7%	2.0%	0.2%	-2.7%
Cc1onc(-c2ccccc2)c1C(=O)Oc1cccnc1	-34.4%	8.2%	9.5%	0.0%	-1.8%	42.4%[activator]	.	-6.4%	-6.3%
O=C1C2C(c3ccccc3)(C(=O)N1c1ccc(Cl)cc1)C2(c1ccccc1)c1ccccc1 (configuration not stated)	?	2.7%	-17.7%[57.1 µM]	-1.5%	-0.7%	?	-8.4%	-3.7%	6.2%
CCC(C)NC(=O)c1cn(CC)c2ccc(S(=O)(=O)N3CCCCC3)cc2c1=O (configuration not stated)	-0.7%&2.2%	9.4%&25.7%	0.7%&-12.0%	?	-6.6%	32.1%&7.3%	-4.5%&-3.3%	-10.2%&4.3%	-3.7%&-1.4%
O=C(Nc1cccnc1)c1cccc(S(=O)(=O)N2CCc3ccccc32)c1	-16.9%	7.7%[57.1 µM]	-5.9%	45.5%[activator]	4.4%	13.0%	0.0%	-3.1%	4.8%
O=C(c1cnn(-c2ccccc2)c1)c1ccc2ccccc2c1O	10.9%	30.5%[57.1 µM]	?	-1.0%	-3.2%	14.0%	-1.6%	-0.3%	1.0%
N#C/C=C1\Sc2ccccc2C(=O)N1CC(=O)N1CCN(S(=O)(=O)c2ccccc2)CC1	-12.9%	3.6%[57.1 µM]	-13.3%	0.0%	-1.4%	27.7%	0.6%	2.6%	63.7%[activator]
Cc1c(C(=O)N2CCN(c3ncccn3)CC2)oc2ccc(Cl)cc12	16.8%	1.2%	-1.3%	335.1%[activator]	0.4%	41.9%[activator]	3.4%	-2.2%	2.8%
CS(=O)(=O)Oc1ccccc1/C=C1/N=C(c2ccc(F)cc2)OC1=O	-20.4%	-11.0%	-12.0%	0.4%	-12.4%	13.1%	20.3%	2.7%	2.1%
O=C(O)/C=C\C(=O)Nc1ccc(Oc2ccc(Br)cc2)cc1	-26.6%	15.9%[57.1 µM]	-14.0%	-16.6%	-9.3%	35.3%	-3.6%	9.2%	4.2%
CCOC(=O)N1CCC(NS(=O)(=O)c2cc3c(cc2Cl)NC(=O)CO3)CC1	-15.5%	-4.4%[57.1 µM]	?	5.6%	-8.4%	27.4%	-9.8%	-4.5%	8.2%
CCOC(=O)C(Cc1cc(C(C)=O)ccc1OC(C)C)C(=O)OCC	12.5%	-5.1%	19.2%	0.0%	-1.4%	-0.5%	7.4%	-2.2%	2.6%
CCn1c2ccccc2c2cc(N)ccc21	-41.3%	4.9%	?	?	0.6%	?	7.2%	8.8%	16.2%
Cc1ccc(SC[C@H](Cc2ccccc2)N2CCN(CC(C)C)CCC2=O)cc1	-12.6%	-21.9%	8.5%	?	1.9%	76.9%[activator]	-2.7%	1.5%	?

The last 2 records of the part above lead into the next:
SMILES	RGS4 inhibitor	rTrxR1 inhibitor	JMJD2A Tudor inh	ALOX12 inh	PGK inhibitor	HP1b chromo inh	GLS inhibitor	ERG Ets-DNA blk	Pin1 inhibitor
CCn1c2ccccc2c2cc(N)ccc21	-41.3%	4.9%	?	?	0.6%	?	7.2%	8.8%	16.2%
Cc1ccc(SC[C@H](Cc2ccccc2)N2CCN(CC(C)C)CCC2=O)cc1	-12.6%	-21.9%	8.5%	?	1.9%	76.9%[activator]	-2.7%	1.5%	?
O=C(NCCSCc1ccccc1)c1ccc(Cl)c(S(=O)(=O)N2CCOCC2)c1	-3.2%	12.1%	0.3%	256.7%[activator][57.4 µM]	i	24.6%	-5.3%	0.8%	2.5%
CC1(c2nnc(-c3ccc(Cl)cc3)o2)CC(c2cccnc2)=NO1 (configuration not stated)	-15.1%	11.9%	-17.7%	0.5%	-8.6%	19.1%	4.0%	-16.3%	2.2%
Cc1ccc(-n2c(SCC(=O)NCCN3C(=O)CSC3=O)nnc2-c2ccccc2)cc1C	-42.1%	-10.2%	-25.3%	-15.6%	-8.5%	21.3%	-2.9%	-13.4%	-5.9%
CN1C(=O)C(C)(C)c2cc(S(=O)(=O)N3CCN(c4ccccc4)CC3)ccc21	17.1%	14.2%[57.1 µM]	-24.5%	11.9%	1.9%	15.8%	2.1%	-4.9%	0.6%
O=C(COc1ncnc2c(Cl)cc(Cl)cc12)Nc1cc([N+](=O)[O-])ccc1Cl	6.4%	5.6%	-20.2%	-29.4%	-0.8%	2.6%	2.5%	-6.3%	2.6%
CC(OC(=O)Cn1cc(C(F)(F)F)ccc1=O)C(=O)N(C)c1ccccc1 (configuration not stated)	7.3%	18.1%[57.1 µM]	4.1%	1.0%	-0.3%	20.6%	-11.2%	0.2%	-4.7%
N=C1c2ccccc2CN1c1ccc(S(=O)(=O)N2CCCCC2)cc1	-17.6%	9.5%[57.1 µM]	-12.8%	2.3%	i	28.3%	-7.1%	-8.7%	10.2%

This is a subset (hit frequency here may not be typical).
